PAFAH1B2 FP inh – PAFAH1B2 enzyme inhibitors, primary screen, biochemical, fluorescence polarization, human; AID 492953, 2010; recombinant PAFAH1B2, FP-rhodamine activity probe; actives 1.2% (n = 340,000); inhibition, % at 3.39 µM;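 active = inhibition above the mean of all tested compounds plus 3 SD, cut at about 24% in these data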;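 note: 0% = enzyme with DMSO and 100% = wells lacking PAFAH1B2; many of its hits are not listed in these tables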
LYPLA2 counter – LYPLA2 inhibitors, primary screen, counter-screen for PME1 inhibitor project, biochemical, fluorescence polarization, FP-Rh probe ABPP; Acyl-protein thioesterase 2 (Homo sapiens), O95372; recombinant LYPLA2; inhibition, % at 5.9 µM; actives 0.38% (n = 320,000); AID 2177, 2009;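 active = inhibition above the screen-wide mean plus 3 SD, limit set per campaign, cut at about 26% in these data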;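 note: 0% = LYPLA2 with DMSO and 100% = wells lacking LYPLA2 enzyme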
ZTA DNA inh – blocks Epstein-Barr virus ZTA, an EBNA-1 counter-screen | actives 0.15% (n = 320,000) | ZTA-DNA binding, fluorescence polarization | inhibition, % at 11 µM; in the data active = inhibition above about 33%
Target sequence (P03206 whole entry, looked up): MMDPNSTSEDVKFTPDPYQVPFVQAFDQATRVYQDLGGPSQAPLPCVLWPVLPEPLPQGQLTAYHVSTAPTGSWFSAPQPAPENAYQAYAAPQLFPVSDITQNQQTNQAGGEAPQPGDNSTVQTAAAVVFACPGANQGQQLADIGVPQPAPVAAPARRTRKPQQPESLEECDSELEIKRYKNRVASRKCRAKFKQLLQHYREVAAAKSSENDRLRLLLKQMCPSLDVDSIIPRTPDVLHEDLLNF
LYPLA1 counter – LYPLA1 inhibitors, primary screen, counter-screen for PME1 inhibitor project, biochemical, fluorescence polarization, FP-Rh probe ABPP | Acyl-protein thioesterase 1 (Homo sapiens), O75608 | recombinant LYPLA1 | inhibition, % at 5.9 µM | actives 0.16% (n = 320,000);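 active = inhibition above the mean of all tested compounds plus 3 SD, set per campaign, cut at about 14% in these data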;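 note: inhibitors block serine hydrolase probe labeling of LYPLA1 so polarization falls; 0% = enzyme with DMSO and 100% = wells lacking LYPLA1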
Target sequence (O75608 whole entry, looked up): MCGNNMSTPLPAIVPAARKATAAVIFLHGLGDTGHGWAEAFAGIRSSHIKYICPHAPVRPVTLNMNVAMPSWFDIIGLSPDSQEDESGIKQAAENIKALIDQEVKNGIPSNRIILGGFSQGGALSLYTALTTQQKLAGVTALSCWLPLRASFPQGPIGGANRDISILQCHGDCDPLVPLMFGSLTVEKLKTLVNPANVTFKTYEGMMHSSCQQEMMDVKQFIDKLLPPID
PREPL inhibitor – PREPL enzyme inhibitors, primary screen, biochemical, fluorescence polarization; inhibition, % at 5.96 µM; recombinant PREPL, fluorescence polarization activity-based probe; Prolyl endopeptidase-like (Homo sapiens), Q4J6C6; actives 0.68% (n = 320,000); AID 2751, 2010; in the data active = inhibition above about 43%;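 note: 0% = enzyme with DMSO and 100% = wells lacking enzyme; many of its hits are not listed in these tables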
EBNA-1 inh – EBNA-1 DNA-binding inhibitors, primary screen, biochemical, fluorescence polarization; inhibition, % at 14.8 µM; actives 0.34% (n = 300,000); AID 1950, 2009; in the data active = inhibition above about 28%
pPAFAH FP inh – pPAFAH enzyme inhibitors, primary screen, biochemical, fluorescence polarization, human. Platelet-activating factor acetylhydrolase (Homo sapiens), Q13093. recombinant pPAFAH, FP-rhodamine probe fluorescence polarization. inhibition, % at 3.39 µM. actives 1.5% (n = 330,000). AID 463082, 2010;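 active = inhibition above the mean inhibition across the screen plus 3 SD, cut at about 25% in these data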;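 note: inhibitors block binding of the rhodamine activity-based probe so polarization drops; 0% = enzyme with DMSO and 100% = wells lacking pPAFAH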
Target sequence (Q13093 whole entry, looked up): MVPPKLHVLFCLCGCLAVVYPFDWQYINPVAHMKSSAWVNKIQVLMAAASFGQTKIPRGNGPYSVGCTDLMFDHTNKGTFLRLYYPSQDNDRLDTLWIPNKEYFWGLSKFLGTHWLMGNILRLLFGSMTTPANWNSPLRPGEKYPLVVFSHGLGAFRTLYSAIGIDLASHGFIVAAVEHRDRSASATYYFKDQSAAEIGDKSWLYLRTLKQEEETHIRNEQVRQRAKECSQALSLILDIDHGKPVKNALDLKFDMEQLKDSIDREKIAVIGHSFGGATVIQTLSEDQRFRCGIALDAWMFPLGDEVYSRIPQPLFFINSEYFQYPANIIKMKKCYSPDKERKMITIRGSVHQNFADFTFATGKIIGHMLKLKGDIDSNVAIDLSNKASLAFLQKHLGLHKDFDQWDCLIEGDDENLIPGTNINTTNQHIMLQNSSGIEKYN
PAFAH1B3 inh – PAFAH1B3 enzyme inhibitors, primary screen, biochemical, fluorescence polarization, human | Platelet-activating factor acetylhydrolase IB subunit alpha1 (Homo sapiens), Q15102 | recombinant PAFAH1B3, FP-rhodamine probe | inhibition, % at 3.39 µM | actives 0.28% (n = 340,000) | AID 492972, 2010;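 active = inhibition above the screen-wide average of all tested compounds plus 3 SD, cut at about 25% in these data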;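 note: 0% = enzyme with DMSO only and 100% = wells lacking PAFAH1B3 protein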
PAFAH2 inh – PAFAH2 enzyme inhibitors, primary screen, biochemical, fluorescence polarization, human | Platelet-activating factor acetylhydrolase 2, cytoplasmic (Homo sapiens), Q99487 | recombinant PAFAH2, FP-rhodamine activity probe | inhibition, % at 3.39 µM | actives 0.99% (n = 340,000) | AID 492956, 2010;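 active = inhibition above the mean over all tested compounds plus 3 SD, cut at about 30% in these data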;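 note: inhibitors block probe labeling of enzyme so polarization drops; 0% = enzyme with DMSO and 100% = wells lacking PAFAH2 protein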
Numbers without * were called inactive; . = not tested or not shown.

Sequence of screens: PAFAH1B2 FP inh	LYPLA2 counter	ZTA DNA inh	LYPLA1 counter	PREPL inhibitor	EBNA-1 inh	pPAFAH FP inh	PAFAH1B3 inh	PAFAH2 inh
CCC(=O)N1CCc2cc(S(=O)(=O)NCCC(=O)N3CC=C(c4ccccc4)CC3)ccc21
 : 0.5	1.2	-19.1	-6.1	3.2	-2.9	4.9	12.1	1.3
O=C1CC2(CCN(C(=O)COc3ccc(Cl)cc3)CC2)Oc2ccccc21
 : 4.1	20.1	-17.1	15.8*	-4.0	2.4	-0.6	4.5	16.3
CCOC(=O)NNc1ccccc1
 : 2.2	5.9	1.2	3.7	1.8	12.6	1.4	-1.1	-2.0
CC1CC(C)CN(C(=O)c2ccccc2Nc2ccc(SC(F)F)cc2)C1 (stereo unspecified)
 : -1.5	-1.5	-0.1	0.6	5.0	9.0	1.1	-1.6	-4.5
COc1ccc(-c2nnc3ccc(SC(C(C)=O)C(C)=O)nn23)cc1OC
 : -1.8	-3.8	-3.0	0.9	5.5	-10.4	2.0	3.5	0.3
O=C(NCc1ccc(N2CCCC2=O)cc1)Nc1ccccc1
 : 2.6	-1.7	-2.1	1.5	3.7	-2.8	-0.5	8.6	0.5
CCCCCCCCc1nc(SCC(C)=O)n[nH]1
 : 7.0	4.6	-1.8	3.2	3.6	4.3	0.7	8.3	8.2
CN(C)C(=O)Cn1c(SCC(=O)NC2CCCCC2)nc2ccccc21
 : -1.2	-0.1	3.1	-3.4	-6.7	0.8	0.6	-0.1	0.8
COC(=O)C1=C[C@@H](C(=O)OC)[C@@H]2C3=C(C(=O)[C@]2(CC(C)C)NC(=O)c2ccccc2)[C@H](C)n2c(=O)n(-c4ccccc4)c(=O)n2[C@@H]3C1
 : -4.7	3.5	11.4	2.7	5.6	0.3	4.8	4.9	-1.1
COc1ccc(C(=O)Nc2ccccc2NC(=O)c2ccco2)c(OC)c1
 : 3.0	-7.0	8.1	-0.9	7.1	5.4	0.6	-3.1	7.1
O=C(NC(=S)N1CCN(Cc2ccc3c(c2)OCO3)CC1)c1ccc(Cl)cc1
 : 0.5	-2.7	-13.8	-2.2	4.3	-18.6	-1.2	6.7	0.0
CCC(C)(C)NC(=O)CN(C(=O)CNS(=O)(=O)c1ccccc1)c1ccc2c(c1)OCCO2
 : 3.5	-1.3	5.8	0.8	0.2	8.0	11.1	-3.9	2.2
Nc1c(C=C2C=CC(=O)C=C2)c(=O)nc2sc(CC(=O)N3CCOCC3)nn12
 : 8.3	-5.5	-12.3	-2.7	4.3	-4.4	8.1	6.0	1.7
c1ccc(CNc2ncnc3sc4c(c23)CCC4)nc1
 : 0.2	0.8	7.6	-2.4	3.4	-0.6	0.2	2.6	10.1
NNC(=O)Cn1c(-c2ccccc2)cc2ccccc21
 : -1.2	-10.1	-6.1	-2.7	17.4	-4.8	-1.6	4.4	2.0
Cc1ccc(OCC(=O)NNC(=O)CSc2nnc(-c3ccc(C)cc3)n2C)cc1
 : 1.1	0.7	-1.4	-0.4	3.7	-16.2	22.4	-1.7	-4.9
COc1ccc(-n2nnnc2/C=C\Nc2ccccc2C(=O)c2ccccc2)cc1
 : -3.1	-16.8	-2.4	-8.4	1.9	0.3	-1.6	0.7	-3.5
CCOc1cccc2sc(N(CCCN(C)C)C(=O)c3ccc(S(=O)(=O)N(CC)Cc4ccccc4)cc3)nc12
 : 1.1	-7.4	-4.5	-7.0	10.2	4.8	-2.2	17.2	-4.2
COc1ccc(-c2nc3cc(C)ccn3c2NCC2CCCO2)cc1OC (stereo unspecified)
 : 0.4	9.6	-6.2	-0.4	-2.2	-11.6	4.0	6.2	-1.6
Cc1cc(-c2cccs2)n[nH]1
 : 2.4	-0.4	0.7	-0.3	-2.0	8.0	1.8	2.9	-3.0
CC(=O)N1c2c(cc(Br)cc2S(=O)(=O)NCC2COc3ccccc3O2)CC1C (stereo unspecified)
 : 5.0	-0.1	10.7	-2.1	-9.4	-5.1	-0.4	-1.1	-11.4
CCOC(=O)C1=C(COC(=O)Cc2ccc(Cl)cc2)NC(=O)NC1C (stereo unspecified)
 : 18.1	2.6	-3.9	0.5	15.2	.	7.1	6.6	9.9
CCOC(=O)C(NC(=O)N1CCCCC1)(c1ccccc1)C(F)(F)F (stereo unspecified)
 : -0.4	-3.0	12.5	-2.2	-10.6	-2.5	-0.8	-2.5	21.0
COC(=O)[C@H](CCSC)NC(=O)NCc1ccccc1F
 : 0.9	1.6	8.2	-0.8	5.7	10.6	4.2	1.0	-1.8
Cc1ccc(C)c(NC(=S)N/N=C2\CCc3ccccc32)c1
 : 0.0	4.8	2.5	-2.5	-4.2	5.1	5.1	0.0	2.3
Cc1ccnc(NS(=O)(=O)c2ccc(NC(=O)C34CC5CC(CC(C5)C3)C4)cc2)n1
 : 17.5	-6.5	11.8	-3.5	-0.5	6.7	4.3	2.8	3.3
CCc1ccc(NC(=O)C(C)OC(=O)CCC(=O)c2cccs2)cc1 (stereo unspecified)
 : 0.2	3.1	-28.7	2.4	3.6	-5.7	8.6	9.9	5.7
Cc1cccc(-n2c(SCC(=O)O)nc3sc4c(c3c2=O)CCCC4)c1
 : 12.2	-0.1	5.1	-0.3	2.7	-0.9	3.3	9.9	3.2
Cc1cc(S(=O)(=O)N2CCOCC2)ccc1OCC(=O)N1CCOCC1
 : 1.3	-1.3	8.7	3.3	2.7	1.9	1.5	11.9	4.2
COc1cccc(NC(=S)N2CCC(NC(=O)c3ccco3)CC2)c1
 : 1.0	-2.3	-9.0	4.2	10.7	-10.2	-5.2	0.6	0.6
Nc1nc2ccccc2n1CCOc1ccc(Br)cc1
 : 8.1	-3.0	-11.3	-0.2	-60.5	-16.7	5.0	7.2	4.2
O=C1N(CCCl)c2ccc(Br)cc2C12OCCO2
 : 3.5	-2.7	-13.7	-1.6	2.6	-17.8	-2.0	10.9	-8.5
Cc1cc(NC(=O)c2cn(C3CCCCC3)c(=O)c3c2c2ccccc2n3C)no1
 : -2.8	-13.1	3.1	-5.7	16.3	-8.6	4.4	-5.1	-6.6
O=C(NC1CCCCC1)C(=S)NCCc1ccccc1
 : 2.7	-2.4	1.5	-4.3	5.5	4.9	9.2	6.2	1.6
O=C(CCS(=O)(=O)c1ccc(Cl)cc1)Nc1nc(-c2cccnc2)cs1
 : 1.3	2.4	-6.1	2.4	1.9	8.8	7.0	5.4	-3.7
CC(C)OC(=O)c1cc(NC(=S)Nc2ccc([N+](=O)[O-])cc2)cc(C(=O)OC(C)C)c1
 : -12.9	-18.6	51.7*	-7.2	-1.4	0.8	5.4	-13.2	-49.0
O=C(Nc1ccccc1)Nc1ccc2ocnc2c1
 : 0.2	7.9	-10.2	5.2	-7.1	-3.8	1.1	-1.0	-4.3
CNC(=S)Nc1ccc(N2CCCC2)c(S(=O)(=O)Nc2ccc(OC)cc2)c1
 : 3.6	.	.	.	23.8	.	6.6	5.1	0.7
O=[N+]([O-])c1ccc2oc(-c3cccc(O)c3)nc2c1
 : 4.8	-7.2	8.1	-2.9	-63.0	4.8	4.7	6.9	2.3
O=C(O)c1ccccc1C(=O)NCc1cccnc1
 : -1.1	6.7	-11.6	3.1	1.2	0.2	3.6	8.6	3.5
COC(=O)c1cc(-c2cccc(OC)c2)c2c(=O)[nH]c(=O)n(C)c2n1
 : -0.1	8.5	-3.2	5.7	-0.3	-0.9	0.9	0.8	-12.6
Cc1cc(C)c(C)c(S(=O)(=O)N2CCN(CC(=O)Nc3sccc3C#N)CC2)c1C
 : -3.4	-9.9	-3.8	-5.8	-6.1	-8.7	9.6	-3.1	6.4
CC1=CC(c2ccccc2)n2nc(NC(=O)CCC(=O)O)nc2N1 (stereo unspecified)
 : 1.7	-3.7	-18.7	1.3	-13.2	-1.2	5.2	6.5	1.7
Cc1sc2ncnc(N3CCC(C(=O)N(C)CC(=O)Nc4ccc(Cl)c(C(F)(F)F)c4)CC3)c2c1C
 : -6.3	-40.4	-3.0	-20.8	16.7	-2.2	-7.2	-6.6	-16.6
O=C(CN1CCOCC1)NCc1cc([N+](=O)[O-])ccc1O
 : 0.7	-4.7	8.1	-1.5	12.1	1.5	5.0	7.6	0.1
CC(=O)c1ccc(NC(=O)COC(=O)c2ccc(F)cc2F)cc1
 : 3.5	-3.8	-2.4	-2.0	4.6	-2.4	19.3	-10.7	28.5
Oc1ccc(-c2csc(-c3ccccc3)n2)cc1O
 : -0.3	-6.3	-14.7	-11.3	23.5	6.7	45.0*	1.4	0.0
CCN1C(=O)CSC1=Nc1ccc(Cl)c(Cl)c1
 : 5.1	11.9	-2.0	3.6	0.6	5.8	6.8	6.4	2.7
Cc1cc(C(=O)N/N=C/c2ccncc2)c2ccccc2n1
 : 1.8	-3.5	1.9	1.2	-2.6	13.6	0.1	3.7	-0.5
Cc1cc(S(=O)(=O)NCC(C)C)ccc1OCC(=O)NC1CC1
 : 0.2	2.1	-1.2	-0.9	0.1	4.3	7.1	5.3	0.8
CCOc1ccc(-c2csc(NNC3=NCCCCC3)n2)cc1
 : 7.6	3.1	-6.7	0.9	17.2	2.8	3.9	3.0	4.6
O=C1C2C3C=CC([C@@H]2C(=O)N1C1CCCCC1)[C@H]1C(=O)N(C2CCCCC2)C(=O)C31 (stereo partly specified)
 : 2.8	6.3	4.2	-0.2	-2.5	9.0	5.6	5.7	-8.1
COc1ccccc1/C=C/CN1CCC(n2nccc2NC(=O)CCc2ccccc2)CC1
 : 3.2	4.3	-9.0	3.0	6.6	-4.0	15.0	2.4	9.2
FC(F)(F)c1cccc(N2CCN(c3nnnn3-c3ccccc3)CC2)c1
 : 1.6	-2.5	-23.2	0.6	32.0	3.8	4.0	2.0	6.4
CCOC(=O)C(C)(C)Sc1nc2c(cnn2-c2ccc(Cl)cc2)c(=O)[nH]1
 : 1.9	1.1	8.7	-3.1	2.4	-3.8	0.6	2.7	5.0
O=C(NCCCn1ccnc1)/C(=C/c1ccc(Cl)cc1)NC(=O)c1ccccc1
 : 3.8	-3.4	21.0	-0.7	-5.2	3.1	-2.8	5.0	-2.4
COCCN(C(=O)CCc1ccccc1OC)c1nnc(-c2cccnc2)s1
 : 5.5	-0.7	-7.8	-4.9	1.5	-1.2	25.5*	2.2	5.9
O=c1c(-c2ccnn2-c2cccc(Cl)c2)cnc2n1CCS2
 : -0.9	-0.5	0.1	0.5	-6.7	-10.3	0.8	11.5	-0.6
CC(C)=C1SC(N2CCN(c3cccc(Cl)c3)CC2)=NC1=O
 : -1.4	2.2	-11.0	0.9	36.8	-5.3	-0.4	-1.0	6.1
COc1ccc(-c2nc(CS(=O)CC(=O)NC3CCCCC3)c(C)o2)cc1 (stereo unspecified)
 : 4.0	4.8	-18.9	-4.9	4.4	-5.9	0.0	4.8	6.7

Some of the compounds tested, so the mix of outcomes need not match the whole.
